# ADAM10 inh: human ADAM10 inhibitors, primary screen, biochemical, QFRET, HTS. recombinant ADAM10, EDANS/DABCYL FRET peptide cleavage, 3 h. 370,000 tested, 0.62% active. inhibition, % at 7 µM. AID 720582, 2013;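 active = inhibition above a per-campaign cutoff equal to the mean of compounds falling between control-based bounds plus 3 SD, cut at about 20% in these data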;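 also: 0% = DMSO wells while the 100% control is not disclosed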
# Target sequence (O14672 214-748 limits assumed): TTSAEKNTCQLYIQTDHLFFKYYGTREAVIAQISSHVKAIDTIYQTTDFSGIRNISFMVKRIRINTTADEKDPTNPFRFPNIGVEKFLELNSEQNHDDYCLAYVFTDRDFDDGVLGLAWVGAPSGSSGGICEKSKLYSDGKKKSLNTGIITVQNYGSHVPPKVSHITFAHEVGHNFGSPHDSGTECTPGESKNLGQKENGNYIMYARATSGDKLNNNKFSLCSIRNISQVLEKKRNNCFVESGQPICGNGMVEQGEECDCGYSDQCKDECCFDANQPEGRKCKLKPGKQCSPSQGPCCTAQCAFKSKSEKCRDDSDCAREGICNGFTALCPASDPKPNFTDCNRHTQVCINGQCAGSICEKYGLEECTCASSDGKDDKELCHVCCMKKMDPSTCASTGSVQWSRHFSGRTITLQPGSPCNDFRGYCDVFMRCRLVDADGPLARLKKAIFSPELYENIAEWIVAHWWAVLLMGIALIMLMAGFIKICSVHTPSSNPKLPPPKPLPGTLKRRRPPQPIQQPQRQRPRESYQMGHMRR
# NPR2 activator: human GC-B receptor activators, primary screen, HEK293 GC-B cells, cGMP TR-FRET, EC30 CNP. Atrial natriuretic peptide receptor 2 (Homo sapiens), P20594. 0% at EC30 CNP, 100% saturating CNP. activation, % at 10 µM. 370,000 tested, 0.11% active;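 active = activation at 10 µM reaching about 35% in either raw or pattern-adjusted values, limit read from the data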
# sPLA2-III inh: human group III sPLA2 inhibitors, primary screen, biochemical, QFRET, BODIPY PC-A2 liposome substrate | Group 3 secretory phospholipase A2 (Homo sapiens), Q9NZ20 | QFRET BODIPY PC-A2 liposome hydrolysis, fluorescence | AID 743126, 2013 | 370,000 tested, 0.56% active | inhibition, % at 12.2 µM;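 active = inhibition above mean plus 3 SD of compounds lying within the high and low control bounds, cut at about 19% in these data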;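 also: 0% = median of test compound wells and 100% = no enzyme DMSO wells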
# Target sequence (Q9NZ20 whole entry, looked up): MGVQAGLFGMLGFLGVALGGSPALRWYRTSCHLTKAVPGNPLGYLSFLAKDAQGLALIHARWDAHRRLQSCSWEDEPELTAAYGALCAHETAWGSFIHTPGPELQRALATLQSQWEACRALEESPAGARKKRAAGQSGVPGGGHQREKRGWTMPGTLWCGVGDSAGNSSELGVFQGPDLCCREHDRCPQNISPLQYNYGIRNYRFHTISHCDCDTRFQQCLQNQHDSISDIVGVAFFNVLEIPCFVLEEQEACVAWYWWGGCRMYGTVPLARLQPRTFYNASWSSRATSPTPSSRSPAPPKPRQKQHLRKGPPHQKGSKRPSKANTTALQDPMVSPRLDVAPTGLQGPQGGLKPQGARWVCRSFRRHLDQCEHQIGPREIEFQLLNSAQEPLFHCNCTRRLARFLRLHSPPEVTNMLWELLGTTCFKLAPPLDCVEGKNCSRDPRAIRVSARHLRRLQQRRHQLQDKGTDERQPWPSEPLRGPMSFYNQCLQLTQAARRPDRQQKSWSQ
# hgDAF12 agonist: H. glycines DAF-12 receptor agonists, primary screen, cell-based, luminescence, HEK293, GAL4 fusion, UAS-luciferase. Nuclear hormone receptor DAF-12 (Heterodera glycines), GAL4 fusion. HEK293 GAL4-hgDAF12 UAS-luciferase reporter, agonist luminescence; normalized to butyrate control. activation, % at 6.8 µM. 370,000 tested, 1.8% active. AID 687014, 2013;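 active = activation above a cutoff set at the mean of all screened compounds plus 3 SD, cut at about 10% in these data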;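 also: 0% = DMSO wells and 100% = sodium butyrate wells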
# DAX1 inh-1: DAX1 (NR0B1) inhibitors, primary screen, cell-based, HEK293, Gal4-DAX1, luciferase luminescence | Nuclear receptor subfamily 0 group B member 1 (Homo sapiens), P51843 | HEK293 Gal4-DAX1 luciferase reporter | inhibition, % at 6.75 µM | 340,000 tested, 0.99% active | AID 504766, 2011;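 active = inhibition above the mean over all tested compounds plus 3 SD, cut at about 4.2% in these data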;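 also: 0% = DAX1-transfected cells with DMSO and 100% = empty-vector control cells with DMSO; inhibition shows as a rise in luminescence from relieved DAX1 repression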
# NPR1 activator: GC-A stimulated cGMP production enhancers – HEK293 GC-A cells, cGMP TR-FRET, EC30 ANP, primary screen; Atrial natriuretic peptide receptor 1 (Homo sapiens), P16066; 0% at EC30 ANP, 100% saturating ANP; activation, % at 10 µM; 370,000 tested, 0.14% active; in the data active = activation above about 40%
# SMARCA2 activ: SMARCA2 (BRM) function activators, primary screen, cell-based, luminescence, high throughput; MG213 cells, MMTV-luciferase reporter, dexamethasone, overnight; activation, % at 9.1 µM; 370,000 tested, 1% active; in the data active = activation above about 7.8%;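 also: 0% = vehicle wells and 100% = reference activator wells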
# DAX1 inh-2: DAX1 (NR0B1) inhibitors on StAR promoter, primary screen, cell-based, luminescence, SF-1 (NR5A1), full-length DAX-1; HEK293T StAR-luciferase reporter, SF-1/DAX-1 repression relief; inhibition, % at 6.8 µM; 370,000 tested, 1.1% active; AID 652010, 2013;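 active = inhibition above the mean over all tested compounds plus 3 SD, cut at about 3.6% in these data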;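 also: 0% = DAX-1 cells with DMSO and 100% = cells lacking DAX-1 with DMSO; higher inhibition means more luminescence from relief of DAX-1 repression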
# hcDAF12 agonist: H. contortus DAF-12 nuclear receptor activators, primary screen, cell-based, luminescence, HEK293, lit1-tk-luc reporter | activation, % at 6.8 µM | 370,000 tested, 1.4% active | HEK293 hcDAF-12 lit1-tk-luc reporter; 0% DMSO, 100% Δ7-dafachronic acid;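 active = activation above the mean of all tested compounds plus 3 SD, cut at about 5.5% in these data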;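 also: 100% = response to 3 µM Δ7-dafachronic acid high control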
# ssDAF-12 act: S. stercoralis DAF-12 nuclear receptor activators, primary screen, cell-based, luminescence, HEK293, GRIP1 co-expression, lit1-tk-luc. Nuclear hormone receptor DAF-12 (Strongyloides stercoralis). HEK293 ssDAF-12/GRIP1 lit1-tk-luc reporter; % of 3 µM dafachronic acid response. activation, % at 6.8 µM. 370,000 tested, 1% active. AID 652126, 2013;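 active = activation above the mean over all tested compounds plus 3 SD, cut at about 0.9% in these data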;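 also: 0% = DMSO-only wells and 100% = 3 µM delta7-dafachronic acid wells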
# FXN GAA850 act: FXN promoter activators, primary screen, cell-based, luciferase luminescence, HEK293 lucGAA850 | HEK293 lucGAA850 FXN promoter luciferase reporter, 24 h; percent of 10 µM SAHA response | activation, % at 6 µM | 360,000 tested, 0.56% active | AID 540364, 2011;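 active = activation above the average of all compounds screened plus 3 SD, cutoff fixed separately per campaign, cut at about 7.5% in these data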;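 also: 0% = DMSO wells and 100% = 10 µM SAHA wells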
# The depositor's hits bear a star; / = no result given.
# The opening two records as a preview:
SMILES,ADAM10 inh,NPR2 activator,sPLA2-III inh,hgDAF12 agonist,DAX1 inh-1,NPR1 activator,SMARCA2 activ,DAX1 inh-2,hcDAF12 agonist,ssDAF-12 act,FXN GAA850 act
COc1cccc(N2CCN(C(=O)/C=C/c3ccco3)CC2)c1,0,-12,-4,-3.1,-1.0,-7,-1,0.6,-0.4,-0.4,-1.4
O=S(=O)(c1ccccc1)N1CCN(S(=O)(=O)c2ccccc2)C1,8,0,2,3.6,-0.9,1,0,-0.6,0.6,-1.4,-0.6

# The list itself, from the start:
SMILES,ADAM10 inh,NPR2 activator,sPLA2-III inh,hgDAF12 agonist,DAX1 inh-1,NPR1 activator,SMARCA2 activ,DAX1 inh-2,hcDAF12 agonist,ssDAF-12 act,FXN GAA850 act
COc1cccc(N2CCN(C(=O)/C=C/c3ccco3)CC2)c1,0,-12,-4,-3.1,-1.0,-7,-1,0.6,-0.4,-0.4,-1.4
O=S(=O)(c1ccccc1)N1CCN(S(=O)(=O)c2ccccc2)C1,8,0,2,3.6,-0.9,1,0,-0.6,0.6,-1.4,-0.6
O=C(CSc1ccccc1F)NCC1(N2CCCCC2)CCCCC1,-12,4,3,0.7,0.8,1,0,2.6,-1.4,0.0,2.2
COCCn1c(C)cc(C(=O)COC(=O)C2CC(=O)N(CCc3ccc(OC)c(OC)c3)C2)c1C (stereo unspecified),-5,-1,4,-1.2,1.2,2,2,1.8,-1.1,-0.6,-1.0
COc1cc(/C(C)=N/NC(=S)NC(C)C)cc(OC)c1OC,0,39*,5,-4.8,-0.8,24,-5,-0.8,-2.5,-1.6,6.8
CC1CN(Cc2cc(=O)n3ccsc3n2)CC(C)O1 (stereo unspecified),-43,-2,7,-1.8,0.0,7,-3,-0.4,0.6,-1.1,-0.3
O=C(Cc1ccc(Br)cc1)NCCc1ccc(F)cc1,2,-3,-6,0.0,1.4,-3,-2,-0.1,-0.3,-1.0,3.9
Cc1c(N2C(=O)/C(=C\c3ccccc3O)SC2=S)c(=O)n(-c2ccccc2)n1C,-10,-5,6,-0.4,0.9,-2,-3,0.2,-2.1,-1.2,0.8
CCN(Cc1ccccc1)C(=O)c1cccc(S(=O)(=O)N2CCN(c3ccc(F)cc3)CC2)c1,2,2,3,-4.9,-1.4,-4,-4,-2.9,-1.6,-1.3,0.3
CN(C)c1ccc(CN(Cc2ccco2)C(=O)c2ccco2)cc1,4,-1,10,-2.1,-0.6,-2,-1,0.6,-1.4,-1.4,2.4
COC(=O)c1sc(S(=O)(=O)N2CCN(c3ccccc3F)CC2)c(C(=O)OC)c1C,15,-7,-5,0.4,0.6,-4,-6,-1.9,-1.5,-0.8,-0.8
O=C(NCc1ccccc1)c1ccc(S(=O)(=O)N2CCCc3ccccc32)cc1,12,1,-15,-1.2,0.0,0,-2,-0.1,-0.5,-2.2,2.8
CCOC(=O)c1csc(NC(=O)COc2ccc(Cl)cc2Cl)n1,2,3,-8,-0.6,-0.3,11,-2,0.1,-1.7,-2.2,3.1
Cc1ccc(NC(=O)c2cnccn2)nc1,-11,2,3,7.7,1.2,4,4,4.6*,4.6,-0.8,5.2
COc1ccc(NC(=O)c2sc3ncn(CC(=O)N4CCCCC4)c(=O)c3c2C)cc1OC,2,0,-1,-0.8,0.5,-1,0,0.0,0.2,-1.4,-1.3
O=C(c1ccc(Cl)cc1)c1cnc(Nc2ccccc2Cl)s1,-14,-6,-6,13*,2.0,4,2,1.1,1.5,-0.4,0.1
CC(=O)Nc1c([N+](=O)[O-])cc2c3c(cccc13)CC2,-6,2,11,-1.0,/,1,-3,-0.7,-1.5,-1.8,/
CCCNC(=O)C1(C)CCN1C(=O)Cc1ccc(C(C)C)cc1 (stereo unspecified),-1,0,3,0.0,/,-1,-1,0.4,-0.8,-1.5,0.4
C/C(=N/Nc1nc(C)cc(-c2ccccc2)n1)c1ccco1,-7,4,2,2.1,-0.6,2,-5,-0.7,-2.1,-0.4,1.2
CCCCC1CCC(C(=O)OCC(=O)N(CCOC)c2c(N)n(Cc3ccccc3)c(=O)[nH]c2=O)CC1 (stereo unspecified),-13,-3,3,1.1,0.3,-7,-2,-0.6,-0.9,-0.5,-1.3
Cc1cccc(/C=N/NC(=O)C2CCCNC2=O)c1 (stereo unspecified),3,5,-3,3.2,-0.8,2,-4,0.3,-0.3,-1.2,1.0
O=C(Cn1c(CO)nc2ccccc21)NCc1ccc2c(c1)OCO2,2,3,-4,-2.5,-0.8,2,-3,-0.3,0.0,-1.0,-0.2
COc1ccc(C2CC(c3ccccc3)Nc3nc(NC(=O)c4ccco4)nn32)cc1 (stereo unspecified),-101,1,-4,-0.7,1.5,-3,1,0.1,-2.3,-0.4,4.3
COc1cccc2c1OC1(C)CC2N(C(=O)c2ccco2)C(=S)N1c1ccc(F)cc1 (stereo unspecified),-8,0,7,0.4,-0.8,2,-4,0.1,-0.3,-1.7,0.0
CC1CCCC(C)N1C(=O)CSc1nc2c(c(=O)n(C)c(=O)n2C)n1C (stereo unspecified),-1,-3,-8,-1.5,1.6,0,-1,-0.1,-0.6,-1.4,2.8
CCCC1Cc2nc(Cl)c(C#N)cc2CO1 (stereo unspecified),-10,5,-4,-1.3,/,1,-5,0.6,-0.8,-1.8,1.2
CN1CCN(C2=C(Cl)C(=O)N(CCc3ccccc3)C2=O)CC1,-10,4,-9,5.8,-0.1,5,0,0.8,-0.4,-0.7,1.9
O=c1cc(CSc2ccccc2)[nH]c(=S)[nH]1,-7,-3,1,1.0,-1.3,0,-1,-0.3,-1.5,-0.9,0.3
CCOC(=O)CC1(O)CSc2nc(N)cc(=O)n21 (stereo unspecified),1,2,-5,3.6,/,-2,0,0.4,0.3,-1.1,/
O=C(NNC(=O)c1ccco1)c1ccccc1,-1,-4,2,1.6,1.1,-1,1,0.1,0.3,-0.2,0.6
CCOC(=O)c1nnsc1N,-4,5,-2,1.0,0.2,4,1,-0.6,-0.2,-1.1,-0.8
COC(=O)c1nc2n(n1)C(c1ccc(OC)c(OC)c1)C(C(=O)OC1CCCCC1)=C(C)N2 (stereo unspecified),-1,-4,2,1.8,-1.7,-6,-2,0.3,0.4,-1.6,-0.1
O=C(CCN1C(=O)c2ccccc2C1=O)NC(=S)Nc1cccc(Cl)c1,7,-5,1,-0.5,-0.2,-3,2,-0.6,-1.1,-1.4,-1.2
CC(=O)Nc1ccc(NC(=O)CSc2nnc(N)n2-c2ccccc2)cc1,-4,2,-5,0.2,-1.6,-1,-2,-1.1,-1.7,-0.4,-0.6
COc1cccc(NC(=O)CN(c2cccc(F)c2)S(C)(=O)=O)c1,1,-8,-17,3.3,-1.6,1,-2,0.1,1.5,-1.4,2.7
Cc1ccc([N+](=O)[O-])cc1NC(=O)Cc1ccc(F)cc1,2,-4,2,-3.7,0.9,1,-3,-0.4,0.4,-1.6,0.4
COC(=O)C1CN(Cc2ccccc2)CCS(=O)(=O)N1Cc1cn(Cc2ccc(F)cc2)nn1 (stereo unspecified),3,-2,-3,1.0,/,-3,4,-0.2,-0.9,-1.1,/
COc1ccc(-c2cc(=O)oc3cc(OC(C)C(=O)NCC4CCC(C(=O)O)CC4)ccc23)cc1 (stereo unspecified),-102,3,1,1.1,0.3,-1,4,0.7,-1.0,-0.6,1.3
C[C@@H]1CN(c2ccc(N3CCN(C(=O)OC(C)(C)C)C[C@@H]3C)cc2C#N)C[C@H](C)O1,-85,8,11,7.9,/,4,-4,-1.1,0.7,-0.8,/
CCCCNC(=S)NNC(=O)CCn1cc(C)cn1,1,5,12,-2.5,0.5,0,-2,0.4,1.2,-1.4,-2.1
COc1ccc(-c2cn(Cc3ccc(C(N)=O)cc3)c(-c3ccncc3)n2)cc1,-14,-1,-1,9.3,3.7,-1,3,1.9,2.7,0.0,5.3
COc1ccc(-c2ccc(SCC(=O)Nc3cccc(C(C)=O)c3)nn2)cc1OC,6,5,-3,6.1,-1.0,5,6,-1.8,-0.9,-1.8,5.5
NS(=O)(=O)c1ccc(CCNCC(=O)N2CCC(Cc3ccccc3)CC2)cc1,6,1,-7,-1.1,-1.8,-3,-2,0.0,-0.2,-2.1,-1.9
CCn1nc(C)cc1C(=O)N1CCCC(C(=O)c2ccc(Oc3ccccc3)cc2)C1 (stereo unspecified),10,-4,-8,-2.7,-0.9,2,-2,0.0,-2.8,-1.1,-1.3
O=S1(=O)c2c(cccc2N2CCSCC2)Oc2ccccc2CN1Cc1cn(Cc2ccccc2C(F)(F)F)nn1,4,-5,-1,-0.1,/,-3,-2,0.4,-1.9,-2.0,/
COC(=O)c1ccccc1NC(=O)CN1CCCCC1,4,7,2,3.1,0.6,3,3,-0.3,-1.8,-1.6,4.2
C/C(=N\NS(=O)(=O)c1ccc(C)cc1)c1ccc(C)o1,10,9,-4,0.7,-0.4,2,-4,-0.7,0.1,-0.4,1.9
Cc1nn(Cc2c(F)c(F)c(F)c(F)c2F)c(C)c1NC(=O)c1ccc(COc2ccccc2Cl)o1,10,0,-21,-1.3,-1.3,-1,-4,-0.6,-2.0,-2.0,-0.3
CN1CCN(C2CN(Cc3ccc(F)cc3)S(=O)(=O)C2)CC1 (stereo unspecified),-11,-8,4,-3.7,/,1,-3,2.3,0.5,-0.8,/
CCc1ccc(-c2cc(C)no2)cc1S(=O)(=O)N1CCN(c2cccc(C)c2C)CC1,1,-1,-6,4.2,1.1,-6,-1,-0.8,1.5,-1.0,0.5

# (more compounds)
SMILES,ADAM10 inh,NPR2 activator,sPLA2-III inh,hgDAF12 agonist,DAX1 inh-1,NPR1 activator,SMARCA2 activ,DAX1 inh-2,hcDAF12 agonist,ssDAF-12 act,FXN GAA850 act
CC1(C)CC[C@]2(CO)CC[C@]3(C)C(=CCC4[C@@]5(C)CC[C@H](O)[C@@](C)(CO)C5CC[C@]43C)[C@@H]2C1 (stereo partly specified),0,-9,-2,-0.3,2.2,-7,-3,-0.1,-1.9,-1.2,-2.8
COCCn1c(SCc2cnc(-c3ccccc3)s2)nnc1-c1ccncc1,2,-11,2,-3.0,0.2,-7,2,-0.5,-1.2,-1.2,-0.7
COC(=O)[C@@]1(Cc2ccc(F)cc2)[C@H]2c3cc(C(=O)N(C)C)n(CCO)c3C[C@H]2CN1C(=O)c1ccccc1,-25,-1,2,-1.0,/,-2,-3,-0.7,-0.7,-0.4,/
CCOCCCNC(=O)CC1Oc2ccc(C)cc2NC1=O (stereo unspecified),-2,-2,1,-0.4,1.0,5,-1,-1.0,-0.5,-0.5,1.0

# Screening data (PubChem BioAssay)
